bIAP activator = increases bovine intestinal alkaline phosphatase activity | purified bovine IAP, CDP-star luminescence, 30 min; stronger effect = higher value; fold of DMSO-control signal, blank-subtracted | activation factor at 20 µM | 200,000 compounds, 0.17% hits | AID 1016;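 active means activation factor of 2 or more at 20 µM, a signal rise over negative controls twice the positive control's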
PPARg SRC-2 ag = agonists of SRC-2 recruitment by human PPARgamma. P37231. 200,000 compounds, 0.34% hits. PPARgamma LBD-SRC-2 recruitment, biochemical. activation, % at 8 µM; in the data active means activation above about 22%;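 further: 0% = vehicle and 100% = reference agonist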
Target sequence (P37231 whole entry, looked up, the tested form may be a part): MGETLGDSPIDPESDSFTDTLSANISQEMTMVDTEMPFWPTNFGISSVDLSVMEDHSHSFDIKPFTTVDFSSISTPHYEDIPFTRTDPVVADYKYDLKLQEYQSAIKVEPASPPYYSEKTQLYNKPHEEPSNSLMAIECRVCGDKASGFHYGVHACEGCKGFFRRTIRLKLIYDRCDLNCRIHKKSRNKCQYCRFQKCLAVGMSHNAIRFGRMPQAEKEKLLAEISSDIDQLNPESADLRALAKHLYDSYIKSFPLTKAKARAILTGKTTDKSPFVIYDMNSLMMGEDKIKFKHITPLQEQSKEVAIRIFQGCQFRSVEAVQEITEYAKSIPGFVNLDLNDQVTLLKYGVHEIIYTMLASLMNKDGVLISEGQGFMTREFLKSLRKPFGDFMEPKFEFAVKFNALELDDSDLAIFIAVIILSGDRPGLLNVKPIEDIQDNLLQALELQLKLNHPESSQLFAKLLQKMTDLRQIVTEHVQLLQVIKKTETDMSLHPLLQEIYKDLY
bIAP inhibitor = intestinal alkaline phosphatase (bovine) inhibition | purified bovine IAP, CDP-star luminescence, 30 min | inhibition, % at 20 µM | 190,000 tested, under 10 active;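 active means over 50% inhibition of intestinal alkaline phosphatase at 20 µM in the single-dose screen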
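Incubation: 30 min reaction at room temperature / Material: purified bovine intestinal alkaline phosphatase (IAP) enzyme / Input: enzyme at 1/65,000,000 dilution / Dosing: 20 µM single dose / Signal: CDP-star luminescence signal / Reagent: CDP-star chemiluminescent phosphatase substrate, 30 µM final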
PPARg SRC3 recr = PPARgamma-driven SRC-3 recruitment agonism; P37231; biochemical PPARgamma/SRC-3 coactivator recruitment assay; activation, % at 8 µM; 200,000 compounds, 0.26% hits; AID 731; in the data active means activation above about 23%;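 further: 0% = DMSO and 100% = reference agonist; some compounds past the cut are filed as inactive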
TNAP act hiacc = TNAP (human) activation, high acceptor. activation factor at 20 µM. AID 1136. purified TNAP, CDP-star luminescence, 1 M DEA, 30 min; stronger effect = higher value; 0 = EDTA background, 1 = DMSO-only activity. 200,000 tested, under 10 active. P05186;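 active means activation factor at least 2 at 20 µM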
Target sequence (P05186 whole entry, looked up): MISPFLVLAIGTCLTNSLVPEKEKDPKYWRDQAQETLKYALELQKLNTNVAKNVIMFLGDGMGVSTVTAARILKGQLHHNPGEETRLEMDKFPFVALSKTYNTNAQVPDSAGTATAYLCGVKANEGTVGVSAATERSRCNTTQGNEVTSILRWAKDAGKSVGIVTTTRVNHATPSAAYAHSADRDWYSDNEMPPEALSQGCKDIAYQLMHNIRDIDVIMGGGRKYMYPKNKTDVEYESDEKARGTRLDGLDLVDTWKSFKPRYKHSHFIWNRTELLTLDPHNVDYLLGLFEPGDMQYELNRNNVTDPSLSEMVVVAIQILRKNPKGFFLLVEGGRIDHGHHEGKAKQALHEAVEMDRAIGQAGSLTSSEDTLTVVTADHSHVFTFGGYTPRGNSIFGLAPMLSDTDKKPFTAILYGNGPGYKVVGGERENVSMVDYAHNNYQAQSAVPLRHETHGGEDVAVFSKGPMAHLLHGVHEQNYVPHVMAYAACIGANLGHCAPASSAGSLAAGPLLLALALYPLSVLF
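Test system – human TNAP · Doses – 20 µM single point · Incubation – 30 min, room temperature · Signal – luminescent substrate turnover signal · Read-out basis – activation factor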
PPARg SRC1 recr = PPARgamma-driven SRC-1 recruitment agonism | P37231 | PPARgamma-SRC-1 coactivator recruitment biochemical assay | activation, % at 8 µM | 200,000 compounds, 0.41% hits | AID 631; in the data active means activation above about 19%;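 further: 0% = DMSO and 100% = reference agonist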
TNAP inh noacc = TNAP (human) inhibition, acceptor-free conditions. 200,000 compounds, 0.26% hits. purified TNAP, CDP-star luminescence, 30 min. AID 1012. inhibition, % at 20 µM;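 active means tissue-nonspecific alkaline phosphatase inhibition above about 50% at 20 µM in the single-dose screen, limit read from the data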;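 further: 0% = DMSO negative control and 100% = EDTA positive control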
Efa HMGR inh = inhibitors of class II HMG-CoA reductase from Enterococcus faecalis. purified E. faecalis HMGR, NADPH absorbance 340 nm kinetic. 190,000 compounds, 0.41% hits. inhibition, % at 10 µM;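 active means inhibition above a set limit, the median over all tested compounds plus 3 SD, cut at about 9.5% in these data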;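 further: enzyme runs in reverse so mevalonate oxidation gives rising NADPH absorbance; 0% = complete reaction with DMSO and 100% = background rate lacking mevalonate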
TR-FRET SRC-2 ct = TR-FRET artefact, counter-screen to PPARgamma/SRC-2 agonist assay. 200,000 compounds, 0.4% hits. stronger effect = higher value. TR-FRET ratio at 8 µM; in the data active means TR-FRET ratio above about 2000; further: inactives centre near 1500; reference of the scale not given here
TNAP inh hi DEA = TNAP (human) inhibition, high acceptor; purified TNAP, CDP-star luminescence, 1 M DEA; inhibition, % at 20 µM; 200,000 compounds, 0.03% hits; AID 1135;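 active means over 50% inhibition of tissue-nonspecific alkaline phosphatase at 20 µM in the single-dose screen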;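 further: plate controls were DMSO wells for no effect and EDTA-quenched wells as full inhibition for full effect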
An asterisk follows results filed as active; nt = not tested or not shown.

SMILES	bIAP activator	PPARg SRC-2 ag	bIAP inhibitor	PPARg SRC3 recr	TNAP act hiacc	PPARg SRC1 recr	TNAP inh noacc	Efa HMGR inh	TR-FRET SRC-2 ct	TNAP inh hi DEA
CN(C)S(=O)(=O)c1ccc(C(=O)NCc2ccc3[nH]c4c(c3c2)CCCC4)cc1	1.1	-6	-7	3	1	-4	2	-4	1643	-4
CCCN(CC(=O)Nc1cc(Cl)cc(Cl)c1)CC(=O)Nc1ccc(F)c(F)c1F	1	4	4	2	1.1	0	-30	1	1503	-6
CCCCOC(=O)Nc1ccccc1C(N)=O	0.8	5	21	-5	1.1	0	-12	-1	1346	-7
CCc1cccc2c(C(=O)CN3C(=O)NC(C)(c4cccc5ccccc45)C3=O)c[nH]c12 (centres undefined)	1.1	0	-9	2	1.1	8	-2	-3	1500	-6
O=C(COC(=O)CN1C(=O)c2ccccc2C1=O)Nc1ccc(S(=O)(=O)N2CCCC2)cc1	0.8	2	16	-6	1.1	1	-16	12*	1558	-6
Cc1nnc(-c2cccc(Br)c2)c2cn(-c3ccccc3)nc12	0.8	7	19	9	1.1	3	-13	-3	1530	-6
CC1=C(C(=O)OCC(C)C)C(c2ccsc2)C2=C(CCCC2=O)N1 (centres undefined)	0.9	11	6	0	1	3	-18	-2	1599	0
CCCC(=O)N(CCN(Cc1ccccc1)C(=O)CCC)Cc1ccccc1	1	7	-1	3	1.1	-4	-9	-1	1671	-6
CN(C)c1ccccc1C(=O)N1CCCC(C(=O)c2ccc3ccccc3c2)C1 (centres undefined)	0.9	0	15	-5	1.1	3	-11	0	1482	-9
N#Cc1nc(-c2ccc(OCc3ccccc3)cc2)oc1NCc1cccnc1	0.8	-7	18	-16	1.1	-5	4	-2	1480	-7
CCOC(=O)N1CCC(N2C(=O)c3ccc(C(=O)O)cc3C2=O)CC1	0.9	0	14	-1	1.1	3	-17	-2	1479	-6
O=C(Nc1cccc(NC(=O)c2cccs2)c1)c1ccc2c(c1)OCCO2	1	5	4	-4	1	-3	-9	-7	1563	-1
CCOC(=O)CNc1nc(C#N)nc(N2CCOCC2)n1	0.9	2	6	-5	1.1	-6	-14	-6	1556	-6
CCOc1ccc(C2C(C(=O)c3ccco3)=C(O)C(=O)N2Cc2cccnc2)cc1 (centres undefined)	1	4	-3	15	1	6	-5	-2	1643	-1
Cc1nn(-c2ccccc2)c(Cl)c1/C=C/C(=O)c1ccccc1	1	3	4	-2	1	1	-16	2	1571	-1
COc1cccc(CCNC(=O)CC2C(=O)NCCN2Cc2ccc(Cl)c(F)c2)c1 (centres undefined)	1	1	2	0	1.1	2	-13	-5	1635	-5
COc1cccc(C(c2c(NC(=O)c3ccccc3)sc(C)c2C)N2CCN(C)CC2)c1 (centres undefined)	0.9	2	10	0	1	13	-3	6	1496	-2
CCOC(=O)c1sc(-c2ccc(F)cc2)cc1N	0.7	0	30	10	1	6	1	-2	1609	4
Cc1cccc(-c2noc(CCc3ccccc3)n2)c1	0.9	-10	6	2	1	-3	-11	1	1481	-1
O=C(CCn1nnc2ccccc21)NNC(=O)C1CCCCC1	1.3	3	-35	-1	1	7	-10	-2	1598	-4
CC(OC(=O)CN(C)S(=O)(=O)c1ccc(Cl)cc1)C(=O)Nc1cccc(Cl)c1 (centres undefined)	0.9	5	9	-6	1	6	-19	-5	1489	-3
COC(=O)c1cc(NC(=O)CCc2c(C)nc3ncnn3c2C)cc(C(=O)OC)c1	0.9	-6	6	-6	1.1	-3	2	1	1336	-5
CCN(CC)S(=O)(=O)c1ccc(Cl)c(C(=O)Nc2nncs2)c1	0.9	3	9	-1	1	-6	-6	-2	1461	1
C/C(=N\NC(=O)c1cccc(S(=O)(=O)Nc2ccccc2Cl)c1)c1ccco1	0.8	-2	17	-1	1	-1	-13	0	1614	-4
CC(C)c1ccc(NC(=S)NCCc2c[nH]c3ccccc23)cc1	0.9	1	6	1	1	1	-11	-6	1538	0
O=S(=O)(c1ccc(Cl)cc1)n1nnc2ccccc21	1	-1	4	1	1	1	-6	5	1609	0
CC(C)(C)c1ccc(S(=O)(=O)N2CCN(c3ncccn3)CC2)cc1	1	0	0	3	1.1	-2	-6	-3	1575	-6
COc1ccc(N2C(=O)CNC2=S)cc1	1	0	0	1	1	1	-13	-1	1521	4
COc1cccc(OC)c1C(=O)Nc1ccc2c(c1)OCCO2	1	0	1	-8	1.1	-4	-11	-2	1425	-7
Cc1c(Cc2ccc3c(c2)OCO3)sc(NC(=O)c2ccccc2)c1C(N)=O	0.9	-4	11	6	1	-1	-10	-3	1468	-4
CC(=O)Nc1ccc(S(=O)(=O)Nc2cccc(NC(=O)C(C)(C)C)c2)cc1	1.1	0	-5	-7	1	-1	-11	-3	1492	0
c1cc2c(cc1Cn1cnnn1)OCO2	1	-5	3	0	1.1	-2	-5	-6	1440	-10
Cc1cnc(C(=O)Nc2nnc(SCc3c(Cl)cccc3Cl)s2)cn1	0.5	-3	48	6	1.1	-1	-16	-3	1588	-7
CCOC(=O)c1c2c(n(C)c1COC)C(=O)C(=O)c1ccc(Br)cc1-2	nt	8	nt	-1	nt	-1	nt	nt	1528	nt
COc1ccc(OC)c(NC(=O)NNC(=O)CCCOc2ccc(Cl)cc2C)c1	1.1	4	-9	0	1.1	6	-8	16*	1549	-7
CCC1C(=O)CC(c2ccc([N+](=O)[O-])cc2)NC1c1ccc([N+](=O)[O-])cc1 (centres undefined)	0.9	10	11	5	1	4	-2	2	1567	-2
CC1=C(C(=O)OCc2ccccc2)C(c2ccc(N3CCOCC3)cc2)NC(=O)N1 (centres undefined)	1	7	5	6	1.1	4	-12	-3	1576	-8
CCc1ccc(S(=O)(=O)Nc2ccc(-c3nc4cccnc4s3)cc2)s1	0.9	2	5	13	1.1	12	-12	-9	1569	-5
O=C(Nc1cccc(Cl)c1)NC1CC2CCC(C1)N2Cc1ccco1 (centres undefined)	1	2	-2	-2	1	-6	-2	-4	1682	-2
C[C@]12CC[C@@H]3c4ccc(O)cc4CC[C@H]3[C@@H]1C[C@@H](O)[C@@H]2O	0.9	0	8	2	1	14	-8	0	1584	-2
O=C(OCn1nnc2ccccc2c1=O)c1ccc(O)cc1	1	3	-4	1	1	6	-11	2	1558	-4
O=C(COC(=O)c1ccccc1C(=O)c1ccc(Cl)cc1)NC(c1ccccc1)c1ccccc1	0.9	8	11	1	1	10	-9	-13	1746	-1
CCN(CC)S(=O)(=O)c1ccc(C(=O)Nc2cc3oc4ccccc4c3cc2OC)cc1	0.9	-1	8	3	1	3	-13	2	1585	-4
CCOCCCNC(=O)CN1C(=O)C(CC)Oc2ccccc21 (centres undefined)	0.9	7	6	6	1	2	2	1	1542	-3
O=C(NNC(=O)c1ccccc1[N+](=O)[O-])c1cnccn1	1.7	2	-67	1	1.1	-1	-26	-3	1704	-7

A second format for some results above.
canonical_smiles | bIAP activator | PPARg SRC-2 ag | bIAP inhibitor | PPARg SRC3 recr | TNAP act hiacc | PPARg SRC1 recr | TNAP inh noacc | Efa HMGR inh | TR-FRET SRC-2 ct | TNAP inh hi DEA
Cc1c(Cc2ccc3c(c2)OCO3)sc(NC(=O)c2ccccc2)c1C(N)=O | 0.9 | -4 | 11 | 6 | 1 | -1 | -10 | -3 | 1468 | -4
CCCC(=O)N(CCN(Cc1ccccc1)C(=O)CCC)Cc1ccccc1 | 1 | 7 | -1 | 3 | 1.1 | -4 | -9 | -1 | 1671 | -6
c1cc2c(cc1Cn1cnnn1)OCO2 | 1 | -5 | 3 | 0 | 1.1 | -2 | -5 | -6 | 1440 | -10
CCOC(=O)c1c2c(n(C)c1COC)C(=O)C(=O)c1ccc(Br)cc1-2 | nt | 8 | nt | -1 | nt | -1 | nt | nt | 1528 | nt

Carrying on.
SMILES	bIAP activator	PPARg SRC-2 ag	bIAP inhibitor	PPARg SRC3 recr	TNAP act hiacc	PPARg SRC1 recr	TNAP inh noacc	Efa HMGR inh	TR-FRET SRC-2 ct	TNAP inh hi DEA
N#CCCNC(=O)CCN1CCCCC1	0.9	6	7	3	1	3	-10	-3	1537	-2
CCN(CC)S(=O)(=O)c1ccc(S(=O)(=O)N2CCN(C(=O)c3ccco3)CC2)cc1	1	0	4	0	1	-1	-8	4	1525	-2
O=C(NCCOc1ccccc1-c1ccccc1)c1ccco1	0.9	3	10	3	1	1	-5	1	1247	-1
CC1=C(C(=O)Nc2cccnc2)C(c2ccccn2)n2nnnc2N1 (centres undefined)	1	9	1	13	1	8	-1	-3	1733	-3
CCOC(=O)N1CCN(Cc2nc(-c3ccc(C)cc3)no2)CC1	0.9	15	6	4	1	5	-6	2	1620	-1
COc1ccc2[nH]c(=O)c(CN(Cc3ccc(C)cc3)Cc3nnnn3CC3CCCO3)cc2c1 (centres undefined)	1	1	-4	-5	1.1	-6	1	-4	1525	-5
O=C(NCCN1CCN(c2ccccc2)CC1)c1cccn2c(=O)c3cc(Cl)ccc3nc12	1	-3	1	-2	1	-4	-3	-1	1361	-4
COc1ccc(C(=O)Nc2ccc(N3CCN(C(=O)c4ccccc4)CC3)cc2)cc1[N+](=O)[O-]	1.1	5	-7	8	1	12	-4	-8	1615	-4
CC(=O)c1ccc(NC(=S)NCCCn2ccnc2)cc1	0.9	2	14	0	1	5	-4	-3	1648	-4
COc1ccc(/C=N/NC(=O)CCNc2n[nH]c(=O)[nH]c2=O)c(OC)c1	0.9	-6	12	1	1	3	2	-3	1655	-2
CC1C(=O)NN=C1C(=O)N/N=C\c1ccc(O)cc1O (centres undefined)	1	9	2	11	0.9	13	72*	2	1624	11
CCCS(=O)(=O)c1snnc1C	0.8	11	15	3	1	-3	-6	0	1580	-4
CC1CN(c2nc3ccccc3nc2C(C#N)C(=O)NC2CCCCC2)CC(C)O1 (centres undefined)	0.9	nt	12	nt	0.9	nt	18	nt	nt	9
C/C(N)=C(/C#N)C(=O)COC(=O)CC12CC3CC(CC(C3)C1)C2	0.9	-3	10	-4	1	-2	-5	0	1401	-1
COc1ccccc1-c1nc(-c2ccccc2)nc(N2CCN(C)CC2)c1C#N	1.2	-2	-17	-2	1	0	-2	-1	1331	2
Cc1cccc(CSc2nncc(=O)[nH]2)c1	1	-1	4	-5	1.1	12	-9	-6	1533	-6
CCOC(=O)C1=C(C)NC2=C(C1c1ccc([N+](=O)[O-])cc1)S(=O)(=O)c1ccccc12 (centres undefined)	1	-3	0	2	1	5	1	-4	1539	0
Cc1ccccc1NC(=O)CN(C)S(=O)(=O)c1cccc2cccnc12	1	-5	-4	-11	1	-3	-12	-1	1611	-2
O=C(/C=C/c1ccc(F)cc1)N1CCCN(C(=O)/C=C/c2ccc(F)cc2)CC1	0.9	4	7	5	1	4	-15	-6	1478	-4
CCOC(=O)C1(S(=O)(=O)c2ccccc2)CCN(Cc2ccc(Cl)cc2)CC1	1	-7	0	-6	1.1	1	1	-5	1316	-7
COc1cc2c(cc1OC)CN(Cc1nc3ccsc3c(=O)[nH]1)CC2	1.1	0	-11	-7	1	-8	-9	-1	1556	-4
C/C(N)=C(/C#N)C(=O)CSc1nnc(-c2ccccc2Br)o1	1	-4	1	-11	1	-7	-6	3	1503	-3
CCOc1ccc(NC(=O)c2ccc(NC(=O)CSc3nc4ccccc4c(=O)[nH]3)cc2)cc1	1	-2	-2	1	1	4	-8	-1	1410	-2
O=C(NC(=O)c1ccccc1F)Nc1nc(-c2cccs2)cc(C(F)(F)F)n1	1.1	0	-8	0	1	-1	2	-4	1435	1

Compound activity (PubChem BioAssay)
